DRD3 agonist – agonists of human D3 dopamine receptor | P35462 | D3R DiscoveRx beta-arrestin cells, luminescence, 90 min | max activation, % | 410,000 tested, 0.58% active; in the data active = max activation above about 30%; also: 0% is about no effect; mostly tested at two doses, the higher about 12 µM
Target sequence (P35462 whole entry, looked up): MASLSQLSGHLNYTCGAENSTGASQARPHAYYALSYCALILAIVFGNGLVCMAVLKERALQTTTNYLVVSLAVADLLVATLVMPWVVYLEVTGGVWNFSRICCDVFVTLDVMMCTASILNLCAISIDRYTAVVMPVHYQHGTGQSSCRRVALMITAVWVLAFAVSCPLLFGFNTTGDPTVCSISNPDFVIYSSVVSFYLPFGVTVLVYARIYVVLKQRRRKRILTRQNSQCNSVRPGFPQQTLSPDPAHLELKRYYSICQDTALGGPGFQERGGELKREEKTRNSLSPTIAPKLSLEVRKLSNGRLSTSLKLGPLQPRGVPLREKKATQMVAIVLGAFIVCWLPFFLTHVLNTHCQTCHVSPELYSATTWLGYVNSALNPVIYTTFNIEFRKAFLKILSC
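Cells at 1500/well, incubated overnight, then treated with pinned compounds (dopamine as control) for 90 min at 37 degrees C. DiscoveRx reagent added for 30 - 60 minutes at room temperature; luminescence read.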
Akt phos inh – Akt phosphorylation inhibition | Neuro2A IGF-stimulated pAkt S473 HTRF, 20 min; hits give low values | activity change, % for hits at 50 µM | 360,000 tested, 0.32% active; in the data active = activity change below about -80%; inconclusive = mostly about -51% to -80%; also: % is scaled to controls: 0 for no effect and ±100 for the full control effect
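Neuro2A cells (4,500/well, DMEM with 0.5% FBS) were treated with compound at a single 50 µM final concentration, stimulated with 6 nM IGF for 20 min at 37 °C, and lysed. Phospho-Akt Ser473 was read by HTRF as 665/615 ratio ×10^4.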
DRD3 antagonist – blocks the human D3 dopamine receptor. P35462. D3R cells, DiscoveRx beta-arrestin luminescence, antagonist mode; hits give low values. max response, negative = inhibition, %. 360,000 tested, 2.5% active. AID 652054; in the data active = max response below about -50%; inconclusive = no clear call, values can overlap the other calls; also: % is scaled to controls: 0 for no effect and ±100 for the full control effect; mostly tested at two doses, the higher about 12 µM
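Cells plated overnight at 1500 cells/well, then exposed to library compounds with dopamine controls for 90 minutes at 37 degrees C. DiscoveRx reagent added for 30–60 minutes at room temperature; luminescence read, quantitative HTS format.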
EPAC2 antagonist – antagonists of human EPAC2 | Q8WZA2 | EPAC2 GEF exchange of Rap1B-BODIPY-GDP, fluorescence | Potency, µM (titrated, usually from 114 µM), for inactives: at the top dose activity, negative = inhibition, hits mostly inhibitors | 360,000 tested, 0.18% active | AID 720708; also: potency is read from the fitted curve at half-maximal effect; % is scaled to controls: 0 for no effect and ±100 for the full control effect; nearly all actives have a fitted effect of over 45% in size; many of its hits are not listed in these tables
PTHR1 ag – activates the human parathyroid hormone receptor PTHR1. Q03431. HEK293 GP2 PTHR1 cells, GloSensor cAMP luminescence, 1 h. Potency, µM (highest dose often 115 µM), for the others: top-dose activation, most hits filed as activators. 410,000 tested, 0.075% active; also: potency is read from the fitted curve at half-maximal effect; nearly all actives have a fitted effect of over 55% in size; some results filed as inactive show a strong effect at the top dose; inactives centre near -15; many of its hits are not listed in these tables
Target sequence (Q03431 whole entry, looked up): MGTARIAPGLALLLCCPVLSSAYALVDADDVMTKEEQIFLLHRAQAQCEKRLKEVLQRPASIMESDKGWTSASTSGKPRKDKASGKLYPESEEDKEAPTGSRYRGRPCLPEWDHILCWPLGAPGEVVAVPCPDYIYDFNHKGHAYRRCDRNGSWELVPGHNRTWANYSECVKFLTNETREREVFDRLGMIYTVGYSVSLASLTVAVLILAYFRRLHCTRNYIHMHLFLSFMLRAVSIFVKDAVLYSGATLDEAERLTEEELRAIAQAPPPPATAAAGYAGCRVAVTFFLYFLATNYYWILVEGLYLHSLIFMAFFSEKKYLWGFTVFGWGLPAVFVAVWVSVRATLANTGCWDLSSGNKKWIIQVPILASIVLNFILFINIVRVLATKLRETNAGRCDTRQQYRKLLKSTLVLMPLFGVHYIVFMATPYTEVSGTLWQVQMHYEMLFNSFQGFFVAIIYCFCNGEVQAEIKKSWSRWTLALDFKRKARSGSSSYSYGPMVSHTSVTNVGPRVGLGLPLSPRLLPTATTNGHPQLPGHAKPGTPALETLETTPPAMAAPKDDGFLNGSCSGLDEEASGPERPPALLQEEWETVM
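HEK-293-derived GP2 cells expressing PTHR1 and a GloSensor cAMP reporter, 3,000/well, plated overnight, given luciferin plus IBMX (each 0.5 mM as added) for 1 h at 37 °C, then compound for 1 h at 37 °C. Luminescence was read after 15 min at room temperature.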
Mm-Cpn inhibitor – M. maripaludis TRiC chaperonin inhibition; purified Mm-Cpn ATPase, ADP Transcreener TR-FRET; Potency, µM (series often up to 76.9 µM), for the others: top-dose activity, negative = inhibition, most hits filed as inhibitors; AID 504842; 330,000 tested, 0.031% active; also: potency is read from the fitted curve at half-maximal effect; % is scaled to controls: 0 for no effect and ±100 for the full control effect; nearly all actives have a fitted effect of over 80% in size
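Eu-cryptate anti-ADP/ADP-d2 competition gives a ratio inversely related to ADP. Enzyme at 25 nM was pre-exposed to compound for 10 min, then given 10 uM ATP for 30 min, 37°C throughout.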
EPAC2 agonist – EPAC2 (human) agonism | Q8WZA2 | EPAC2 activation, biochemical qHTS; response scale: 100% = 6.5 mM cAMP response | Potency, µM (highest dose often 154 µM), inactives show top-dose activation, usual class: activators | 360,000 tested, 0.079% active | AID 720711; also: potency is read from the fitted curve at half-maximal effect; nearly all actives have a fitted effect of over 50% in size
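Readout is BODIPY fluorescence (480 nm excitation, 540 nm emission), which falls as labeled GDP is exchanged off Rap1B. EPAC2 at 100 nM acted on 250 nM RAP1B-BODIPY-GDP with 50 uM GDP present.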
CCT chaperon mod – changes cytosolic chaperonin activity | purified chaperonin ATPase assay, HTRF ADP detection, 30 min | AID 651819 | activity change, % (no concentration beside the values), hits read low | 360,000 tested, 0.3% active; in the data active = activity change below about -30%; also: % is scaled to controls: 0 for no effect and ±100 for the full control effect
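Nucleotide hydrolysis assay: TRiC at 20–40 nM final (set by batch activity) with 10 uM ATP, 30 min at 37 °C, in presence of 76 uM compound. Detection by competitive ADP HTRF, 30 min ambient.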
Active calls of the source: *; i = inactive; ? = inconclusive; nt = no result given; & = joins results of further samples; [ ] = remark or other dose. Unless noted, calls follow the shape of the dose curve; as a rule, active = well fitted curve in the direction sought with a large enough effect; inconclusive = small, poorly fitted or top-dose-only effect, or another doubt; inactive = no such curve, though single readings can be large; an effect the other way counts as inactive or inconclusive.

SMILES | DRD3 agonist | Akt phos inh | DRD3 antagonist | EPAC2 antagonist | PTHR1 ag | Mm-Cpn inhibitor | EPAC2 agonist | CCT chaperon mod
CC(NC(=O)Nc1nnc(C(F)(F)F)s1)N1C(=O)C2C3C=CC(C3)C2C1=O (centres undefined) | 1 | i | -30 | 2% | -7%[57.5 µM] | -3% | 2% | 0.0
CCC(CC)c1nnc(NC(=O)c2ccc(N3CCCC3=O)cc2)s1 | 1 | nt | -21 | -3% | ? | -6% | 7% | -1.1
Clc1ccc2oc(-c3ccccc3)nc2c1 | -7 | i | 14 | -4% | -6% | 2% | 6% | -5.2
CCN(CC(=O)NCc1ccc(F)cc1)Cc1nc2cc(Cl)ccc2c(=O)[nH]1 | -2 | i | 0 | -8% | i | 1% | 5% | -0.9
O=C(CSc1ccc(-c2ccccc2)nn1)NC1CCCCC1 | -6 | i | 4 | -2% | -22% | 1% | -3% | 0.5
COc1ccc(NC(=O)CN2CCC(NC(=O)c3ccco3)CC2)c([N+](=O)[O-])c1 | -3 | i | -2 | ? | i | 3% | 6% | 0.2
CCOc1ccccc1-n1c(SCC(N)=O)nnc1-c1cccnc1 | -3 | i | -4 | 18% | i | -1% | 5% | 1.9
NC(=O)c1cc(N)ccc1N1CCCCC1 | 12 | i | 2 | 3% | i | 4% | -7% | -0.9
Cc1ccc(S(=O)(=O)N(C)c2ccc(C(=O)Nc3ccc(C)cn3)cc2)cc1 | -4 | i | -22 | -15% | -49%[inhibitor] | 1% | 16% | 0.4
CCOc1ccc(NC(=O)CSc2nc3c(c(=O)n2C)SC(C)C3)cc1 (centres undefined) | 5 | i | 0 | -11% | -13% | 4% | 3% | 1.3
Cc1oc(=O)c(NC(=O)c2cccc(Cl)c2)cc1C(=O)c1ccccc1 | -7 | i | -63* | 13%[57.1 µM] | i | -2% | 7% | 0.8
COC(=O)c1ccccc1NC(=O)C1=CC(c2cccs2)=NS(=O)(=O)N1C | -5&11 | i | -7 | 2% | -9%&-39% | -1% | 5% | 0.3
CC(C)(C)OC(=O)NCCCC[C@H](NC(=O)c1nc[nH]c1C(=O)N1CCN(c2ccccc2)CC1)C(=O)OC(C)(C)C | -28 | i | -11 | -19% | 6% | -2% | -8% | -3.3
CCOC(=O)C1(CC)NC(c2ccco2)C2C(=O)N(c3ccc(C)cc3)C(=O)C21 (centres undefined) | -3 | i | -11 | -4% | -1%[57.5 µM] | -3% | 7% | -2.2
CCOC(=O)N1CCN(C(=O)C(C)N(c2ccc(Oc3ccccc3)cc2)S(C)(=O)=O)CC1 (centres undefined) | 8 | i | -15 | -3% | -23%[57.5 µM] | 0% | 11% | 1.4
COc1cccc(OCCCCCN2CCOCC2)c1 | -20 | nt | -18 | 3% | -7%[57.5 µM] | -2% | -4% | -2.5
COc1ccc(NC(=O)CSc2nc(N)c(C#N)cc2C#N)cc1 | -29 | i | -27 | 49%[activator] | i | ? | -12% | 1.5
CCOC(=O)c1c(C)nc2c(c1-c1ccccc1)C(=O)c1ccccc1-2 | 41* | i | 42 | -22% | -70%[inhibitor] | 1% | 11% | 0.2
CC(C)(C)n1nnnc1C(c1cc2cc3c(cc2[nH]c1=O)OCO3)N1CCN(c2ccccc2)CC1 (centres undefined) | 10 | i | -20 | 3% | -5% | 0% | 6% | -1.9
COc1cc(C)c2c(c1C=O)Oc1c(c(C)c(O)c3c1C(O)OC3=O)OC2=O (centres undefined) | 15 | i | 0 | ? | -52%[inhibitor] | nt | -2% | 0.0
Cc1scc(C(=O)Nc2ccon2)c1-c1ccccc1 | 10 | i | 5 | 8% | -2%[57.5 µM] | 2% | 1% | -1.7
C=CCNc1nnc(SC2CC(=O)N(c3ccc(OCCC)cc3)C2=O)s1 (centres undefined) | -5 | i | ? | -5% | -7%[57.5 µM] | 0% | 3% | -2.5
COCCOC(=O)c1c(NC(=O)CN2CCCc3ccccc32)sc(C(N)=O)c1C | 2 | i | 3 | -2% | -20% | -6% | -17% | -3.1
Fc1ccc(NC(=S)NCc2ccccc2Cl)cc1 | 4 | i | 10 | -2% | -39%[inhibitor] | 0% | -5% | 0.7
CCNCC(=O)N1c2ccccc2CCc2ccc(NC(=O)OCC)cc21 | -19 | i | -14 | 19% | -20% | 1% | 14% | -1.5
CC(C)NS(=O)(=O)c1ccc(OCC(=O)NC(C)c2ccccc2)cc1 (centres undefined) | 1 | i | 10 | -10% | -25% | 1% | 3% | -2.5
CC(C)(C)NC(=O)Cn1c(=O)c(=O)n(Cc2ccccc2)c2ccc(Cl)cc21 | 4 | i | 10 | 16% | i | -1% | 0% | 1.1
O=S(=O)(Cc1ccccc1Cl)NCCOc1ccccc1 | -2 | i | 17 | 14% | i | 2% | 9% | 1.3
O=C(O)c1cccc(Oc2ccccc2[N+](=O)[O-])c1 | 1 | i | -10 | 7% | i | -4% | -6% | 2.5
Cc1ccc(N=CC=C2OC(C)(C)C(C)(C)O2)cc1 | -3 | i | 7 | -1% | i | 0% | 13% | 3.0
Cc1cccc(NC(=S)N/N=C/c2c[nH]c3ccccc23)c1 | 2 | i | -1 | -23% | -11% | -5% | 15% | -0.4
COCCNC(=O)/C(C#N)=C/c1cc(C)n(C2CCCCC2)c1C | 2 | i | -2 | 1% | -43%[inhibitor] | 1% | 7% | -0.3
COc1ccccc1CCC(=O)Nc1nccs1 | -15 | i | -19 | -6% | i | 0% | 14% | -0.6
COC(=O)c1scc(C)c1NC(=O)/C=C/C(=O)O | 6 | i | 7 | 3% | -21% | 0% | 5% | -4.5
Cc1cccc(-c2nnc(SCC(=O)N3c4ccccc4CCc4ccccc43)n2C)c1 | 2 | i | -17 | 5% | -26% | 1% | -10% | 0.2
Cc1ccc2[nH]c3c(NCc4ccco4)ncnc3c2c1 | 2 | i | 10 | 15% | -37%[inhibitor] | -1% | 2% | 0.3
COC(=O)COc1ccc(S(=O)(=O)NCC2CCCO2)cc1Cl (centres undefined) | 2 | i | 12 | 4% | -18%[57.5 µM] | -1% | 2% | -2.5
CC(=O)N(/N=C1\Sc2ccccc2C1=O)c1ccc(C)cc1C | 1 | i | 14 | 13% | -10% | 1% | 6% | -2.2
COc1cccc(C2CC(c3ccccc3Cl)n3ncnc3N2)c1 (centres undefined) | 1 | i | 6 | -4% | -12%[57.5 µM] | 2% | -8% | -1.1
Cc1ccc(CNC(=O)Cn2cncn2)cc1 | 1 | i | 11 | 5% | i | 2% | 12% | -1.6

An excerpt of these results, with values under each structure.
The line under a structure holds: DRD3 agonist, Akt phos inh, DRD3 antagonist, EPAC2 antagonist, PTHR1 ag, Mm-Cpn inhibitor, EPAC2 agonist, CCT chaperon mod
- COCCNC(=O)/C(C#N)=C/c1cc(C)n(C2CCCCC2)c1C
→ 2, i, -2, 1%, -43%[inhibitor], 1%, 7%, -0.3
- COc1ccccc1CCC(=O)Nc1nccs1
→ -15, i, -19, -6%, i, 0%, 14%, -0.6
- COC(=O)c1scc(C)c1NC(=O)/C=C/C(=O)O
→ 6, i, 7, 3%, -21%, 0%, 5%, -4.5
- Cc1cccc(-c2nnc(SCC(=O)N3c4ccccc4CCc4ccccc43)n2C)c1
→ 2, i, -17, 5%, -26%, 1%, -10%, 0.2
- Cc1ccc2[nH]c3c(NCc4ccco4)ncnc3c2c1
→ 2, i, 10, 15%, -37%[inhibitor], -1%, 2%, 0.3
- COC(=O)COc1ccc(S(=O)(=O)NCC2CCCO2)cc1Cl (centres undefined)
→ 2, i, 12, 4%, -18%[57.5 µM], -1%, 2%, -2.5

(next part)
SMILES | DRD3 agonist | Akt phos inh | DRD3 antagonist | EPAC2 antagonist | PTHR1 ag | Mm-Cpn inhibitor | EPAC2 agonist | CCT chaperon mod
Cc1ccccc1Cn1ccc(NC(=O)c2nc3ncccn3n2)n1 | 1 | i | -9 | 11% | -4% | 0% | 16% | 2.4
Cc1cc(C)n2nc(SCc3cccc(F)c3)nc2n1 | -4 | i | 18 | 0% | i | 2% | -3% | -9.2
COC(=O)Nc1c(C(=O)OC)cc(OC)c(OC)c1OC | 3 | i | 23 | 0%[57.1 µM] | -1%[57.5 µM] | 1% | 1% | 1.9
COc1ccccc1N1CCN(C(=S)Nc2ccc(F)cc2)CC1 | -16 | i | 0 | -12% | -13% | 0% | 2% | 1.0
COc1cccc(C2/C(=C(/O)c3ccc(C)cc3)C(=O)C(=O)N2Cc2ccco2)c1 (centres undefined) | 5 | i | -12 | 1% | -7% | 2% | -7% | 1.1
CC(=O)c1ccc(NC(=O)CSc2nnc(NC(=O)C3CC3)s2)cc1 | 1 | i | -28 | 5% | -21% | -18% | 1% | -5.6
CCOC(=O)c1c(N)sc(C(=O)Nc2ccccc2F)c1C | -1 | i | 12 | -16% | -36%[inhibitor] | 0% | 6% | 1.0
CCOc1ccc(C(=O)N2CCc3ccccc32)cc1 | 8 | i | -5 | -5% | i | -3% | -2% | -0.4
CCOC(=O)c1c(CSc2cccs2)n(C)c2cc(Br)c(O)c(CN(C)C)c12 | -11 | i | -17 | -24% | -63%[inhibitor] | 2% | 17% | 0.2
Clc1ccc(-n2nnc(-c3cccnc3Cl)n2)cn1 | -32 | i | -13 | 7% | -18% | nt | -2% | 2.1
N=c1sccn1CC(=O)Nc1cccc(S(N)(=O)=O)c1 | -1 | i | -4 | 5% | i | 1% | 13% | -7.4
CNC(=O)C1(C(F)(F)F)C/C(=C\CCO)CCCO1 (centres undefined) | -1 | i | -3 | 9% | i | -1% | 5% | 1.0
C[C@@H]1CC=C[C@H]2[C@H]1C(=O)N(Cc1ccccc1)[C@H]2c1ccc(F)c(/C=C/c2ccccc2)c1 | -10 | i | -12 | 1% | 4% | 0% | 10% | 0.7
O=C(NN=C1CCCC1)c1cc(Br)ccc1O | -3 | i | 1 | 10% | i | -2% | 3% | -1.5
CCCc1cc(=O)oc2cc(OCC(=O)NCCN3CCOCC3)c(Cl)cc12 | -5 | i | 13 | 0% | i | nt | -4% | 0.2
ClCC(CNCc1ccccc1)c1ccccc1 (centres undefined) | -29 | i | -55* | -6% | i | nt | 11% | -4.3

Screens (PubChem BioAssay)

An excerpt. The share of hits here may be higher or lower than overall.
